Screening data from PubChem BioAssay.
ALDH1A1 inh: inhibitors of human aldehyde dehydrogenase 1A1; P00352; Purified ALDH1A1, NADH fluorescence, propionaldehyde substrate; 220,000 compounds, 7.3% hits; AID 1030; Potency, µM (doses to about 75.3 µM), for inactives: at the top dose activity, negative = inhibition, usual class: inhibitors; active = well fitted inhibition curve with a large enough effect, not every such curve was filed as active; inconclusive = small, poorly fitted or top-dose-only effect, or another doubt; inactive = no such curve, though single readings can be large or run the other way;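 also: plate controls were no enzyme wells and a reference inhibitor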
JMJD2E inh: JMJD2E (human) inhibition | 230,000 compounds, 1.6% hits | JMJD2E catalytic domain, FDH-coupled NADH fluorescence (FDH is formaldehyde dehydrogenase) | Potency, µM (doses to about 57.1 µM), without a hit: at the highest dose activity change, negative = inhibition, usual class: inhibitors; active = well fitted inhibition curve with a large enough effect, not every such curve was filed as active; inconclusive = small, poorly fitted or top-dose-only effect, or another doubt; inactive = no such curve, though single readings can be large or run the other way;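 also: 0% = wells with enzyme and -100% = buffer wells without enzyme; nearly all actives have a fitted effect of over 50% in size; many of its hits are not listed in these tables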
Target sequence (B2RXH2 1-337 limits assumed): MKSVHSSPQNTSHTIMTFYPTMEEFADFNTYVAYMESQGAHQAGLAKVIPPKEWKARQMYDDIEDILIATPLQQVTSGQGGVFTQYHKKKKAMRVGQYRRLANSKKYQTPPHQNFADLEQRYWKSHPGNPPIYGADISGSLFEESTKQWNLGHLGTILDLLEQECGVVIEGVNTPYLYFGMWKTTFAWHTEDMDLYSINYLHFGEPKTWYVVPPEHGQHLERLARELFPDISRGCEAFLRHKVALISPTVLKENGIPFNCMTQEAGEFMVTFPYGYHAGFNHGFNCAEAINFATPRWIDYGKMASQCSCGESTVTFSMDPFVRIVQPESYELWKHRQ
TexasRed fluor: Texas Red fluorescence interference in TRb-SRC2 counter-screen. AID 1479. TRb/SRC2 Texas Red total fluorescence interference. 280,000 compounds, 0.29% hits. Potency, µM (highest dose often 106 µM), inactives show at the highest dose fluorescence change, negative = quenching; active = well fitted curve in either direction with a large enough effect; inconclusive = small, poorly fitted or top-dose-only effect; also: % is scaled to controls: 0 for no effect and ±100 for the full control effect
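Human TRb ligand-binding domain at 0.6 uM with 20 nM Texas Red SRC2 peptide in Tris buffer containing 1 uM T3 and 5% DMSO, incubated with compound 5 h at ambient temperature. Total fluorescence (555/632 nm) calculated as parallel + 2 × perpendicular.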
Lamin A splicing: LMNA splicing modulation. Potency, µM (doses to about 46.1 µM), without a hit: at the top dose ratio change, negative = inhibition, most hits filed as inhibitors. HeLa LMNA splicing GFP/RFP minigene ratio, 48 h. 200,000 compounds, 0.01% hits. AID 1487; active = well fitted inhibition curve with a large enough effect in the signal ratio, with a control signal flat, not every such curve was filed as active; inconclusive = small, poorly fitted or top-dose-only effect, or effect the other way, or a change in a side signal; the % refers to the signal ratio; also: % is scaled to controls: 0 for no effect and ±100 for the full control effect
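Read-out is the ratio of GFP to DsRed2 object intensity, acquired by 488 nm laser-scanning cytometry on HeLa lamin A-EGFP minigene reporter cells. Compound incubation 48 hrs at 37 °C in Opti-MEM with 2% FBS; DMSO 0.5% final.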
RECQ1 inh: inhibitors of human RECQ1 DNA helicase. RECQ1 DNA unwinding, red fluorescence kinetic read. Potency, µM (highest dose often 57.3 µM), without a hit: at the highest dose activity, negative = inhibition, most hits filed as inhibitors. P46063. 240,000 compounds, 0.54% hits;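 also: plate controls were vehicle for no effect and no enzyme for full effect; nearly all actives have a fitted effect of over 30% in size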
Target sequence (P46063 whole entry, looked up): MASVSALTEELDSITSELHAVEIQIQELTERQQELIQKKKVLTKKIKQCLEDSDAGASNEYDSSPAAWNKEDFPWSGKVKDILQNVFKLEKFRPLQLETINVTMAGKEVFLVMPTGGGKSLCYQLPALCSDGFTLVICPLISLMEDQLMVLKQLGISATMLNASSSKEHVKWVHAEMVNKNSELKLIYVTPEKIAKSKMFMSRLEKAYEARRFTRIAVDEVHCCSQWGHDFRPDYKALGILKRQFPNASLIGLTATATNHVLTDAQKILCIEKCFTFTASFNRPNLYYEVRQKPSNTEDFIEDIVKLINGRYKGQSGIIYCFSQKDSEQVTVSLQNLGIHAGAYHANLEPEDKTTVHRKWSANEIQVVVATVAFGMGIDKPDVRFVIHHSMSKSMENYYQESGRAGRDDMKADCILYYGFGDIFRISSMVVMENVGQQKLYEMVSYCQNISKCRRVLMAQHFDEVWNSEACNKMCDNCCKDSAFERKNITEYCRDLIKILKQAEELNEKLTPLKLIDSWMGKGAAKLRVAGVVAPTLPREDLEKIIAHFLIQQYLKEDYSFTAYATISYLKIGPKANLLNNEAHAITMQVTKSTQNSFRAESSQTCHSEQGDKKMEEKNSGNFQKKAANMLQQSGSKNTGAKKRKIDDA
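50 nM RECQ1T1 preincubated 15 min with compound in Tris pH 8.0 buffer with MgCl2, DTT, Tween-20 and 2.5 ug/ml poly(dI-dC); started with 200 nM TAMRA/BHQ-2 forked duplex and 2 mM ATP. Unwinding read as fluorescence (525/598 nm), two reads 2 h apart.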
SMN2 splice enh: enhancers of SMN2 splice variant expression. HEK293 SMN2-luciferase splicing reporter, luminescence, 30-36 h. Potency, µM (top dose mostly 46.1 µM), without a hit: at the top dose activity change, positive = activation, hits mostly activators. 210,000 compounds, 2.8% hits. AID 1458; also: % of control where 0% means no effect; nearly all actives have a fitted effect of over 55% in size
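qHTS luciferase splicing reporter: luminescence rises when SMN2 exon 7 is included in transfected HEK293 cells. Compound exposure lasted 30-36 h at 37C, with 4.5 mM final sodium butyrate as control, followed by a ONE-Glo read.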
RGS12 GoLoco inh: inhibitors of human Gai1-RGS12 GoLoco interaction (red fluorophore); P63096; Gai1:RGS12 GoLoco peptide FP, rhodamine, 10 min; Potency, µM (doses to about 61.6 µM), without a hit: top-dose activity, negative = inhibition, hits mostly inhibitors; 230,000 compounds, 0.44% hits; AID 880; active = well fitted inhibition curve with a large enough effect, not every such curve was filed as active; inactive = no such curve, though single readings can be large or run the other way; also: % is scaled to controls: 0 for no effect and ±100 for the full control effect; nearly all actives have a fitted effect of over 30% in size; many of its hits are not listed in these tables
TRb SRC2 PPI: TRbeta-SRC2 interaction inhibition | P10828 | TRbeta-SRC2 peptide binding, fluorescence polarization; receptor liganded with 1 µM T3 | Potency, µM (titrated, usually from 106 µM), inactives show at the top dose activity change, negative = inhibition, hits mostly inhibitors | 280,000 compounds, 0.065% hits;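 also: plate controls were bound peptide for no effect and peptide without receptor for full effect; nearly all actives have a fitted effect of over 50% in size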
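Fluorescence polarization of 20 nM Texas Red SRC2 peptide (20-aa NR interaction domain) bound to 0.6 uM human TRb ligand-binding domain, with 1 uM T3, after 5 hr at ambient temperature; inhibition seen as decreased polarization.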
Starred values were filed as active, the others as inactive; i = inactive; ? = inconclusive; nt = no result given; [ ] = dose if it differs, or a comment. Unless noted, calls follow the shape of the dose curve; as a rule, active = well fitted curve in the direction sought with a large enough effect; inconclusive = small, poorly fitted or top-dose-only effect, or another doubt; inactive = no such curve, though single readings can be large; an effect the other way counts as inactive or inconclusive. Potency is read from the fitted curve at half-maximal effect.

SMILES,SMN2 splice enh,TexasRed fluor,RECQ1 inh,Lamin A splicing,TRb SRC2 PPI,RGS12 GoLoco inh,ALDH1A1 inh,JMJD2E inh
COc1cc2cc(CN(CCN3CCCC3)C(=O)Nc3ccc(F)cc3)c(=O)[nH]c2cc1OC,-5.2%,-1.4%,-12.0%,-1.0%,3.5%,3.8%,?,?
COc1cc(OC)cc(C(=O)NCCSc2c[nH]c3ccccc23)c1,nt,-1.1%,-10.7%,nt,1.1%,-2.1%,nt,-0.3%
Oc1ccc(-c2onc3ccc(Cl)cc23)cc1,-20.8%,-1.0%,-4.6%,-3.5%,2.8%,-4.6%,11.2µM*,-25.5%
COCCn1c(=O)c(-c2cc(F)cc(F)c2)nc2cnc(N(C)C)nc21,nt,nt,-0.6%,7.6%,nt,18.2%,1.9%,nt
Cc1ccc(Cn2nnc3c(=O)n(CC(=O)N4CCN(c5ccccc5)CC4)cnc32)cc1,-63.8%[inhibitor],-0.5%,-3.6%,-10.4%,4.9%,-1.4%,-2.5%,1.2%
CN1CCN(c2cc(-c3ccc(N(C)C)cc3)ncn2)CC1,10.2%,-4.2%,-2.8%,5.8%,-1.2%,-0.7%,?,?
Cc1cc(C)n(CCCO)c(=O)c1C#N,-2.1%,0.9%,-12.5%,-5.0%,-2.2%,-10.8%,-3.2%,-4.4%
CCN(CC)S(=O)(=O)c1ccc(N2CCOCC2)c(NC(=O)CCC2CCCCC2)c1,-6.7%,?,-0.3%,-12.9%,?,22.1%,1.58µM*,-8.7%
COc1cc(C2C(C#N)=C(N)OC3=C2C(=O)CCC3)cc(OC)c1OC(=O)N1CCOCC1 (stereo not given),22.5%,1.2%,7.6%,17.6%,-5.7%,-69.3%,6.2%,-5.0%
CO/N=C/c1ccc(OC)c(Oc2nc(OC)cc(OC)n2)c1,-1.6%,0.9%,i,nt,1.2%,4.6%,3.6%,5.8%
CN(C)CCNc1cnn(-c2ccccc2)c(=O)c1Cl,nt,-2.4%,17.8%,nt,-0.3%,17.0%,11.5%,-10.3%
CC(C)C(=O)NC(CC(=O)O)c1ccccc1 (stereo not given),nt,2.4%,13.3%,nt,3.1%,2.3%,nt,8.5%
O=C(NCc1ccccn1)C1CCN(S(=O)(=O)c2cnc[nH]2)CC1,30.6%,-1.3%,-4.9%,-4.5%,-10.0%,-21.4%,15.1%,1.3%
COC(=O)C1=C(N)Oc2cc(C)n(CCCn3ccnc3)c(=O)c2C1c1cccc(Cl)c1 (stereo not given),17.2%,1.0%,-1.8%,-12.1%,5.2%,17.3%,5.3%,10.1%
COc1ccc(N(C)S(=O)(=O)c2cccc(C(=O)NC3CCCCC3C)c2)cc1 (stereo not given),-15.6%,-0.7%,-6.7%,nt,-2.3%,-0.7%,6.7%,2.0%
c1ccc(-c2nnc3sc(-c4cc5ccccc5o4)nn23)cc1,-3.3%,-2.9%,i,-11.7%,-5.4%,8.1%,?,?
COc1ccc(NC(=O)C2CCCN(S(=O)(=O)c3cccc4nonc34)C2)cc1OC (stereo not given),14.5%,-2.2%,-1.0%,nt,0.4%,4.9%,-1.1%,-5.3%
COc1ccc(/C=N/n2cncn2)cc1Cn1cc([N+](=O)[O-])cn1,nt,-2.5%,i,nt,0.9%,-4.3%,0.2%,2.3%
O=C(O)C1SCCN1S(=O)(=O)c1ccc(N=NN2CCOCC2)cc1 (stereo not given),nt,-1.1%,10.3%,nt,-2.0%,-10.0%,?,0.9%
CC(C)Oc1ccc(C(CC(=O)O)NC(=O)C(Sc2ccccc2)c2ccccc2)cc1 (stereo not given),-20.4%,-0.4%,-3.7%,-11.1%[9.22 µM],-11.0%,-1.1%,1.5%,7.8%
COc1cccc2cc(-c3ccccc3)c(=O)oc12,11.2µM*,-0.6%,20.8%,2.2%[46 µM],2.0%,11.4%,-5.9%,?
O=c1cc(C(F)(F)F)nc(-c2cccnc2)[nH]1,27.8%,0.7%,-3.3%,nt,14.5%,-0.8%,1.2%,3.5%
O=C(Nc1ccc2c(c1)OCCO2)C1CCCN1S(=O)(=O)c1ccc(Cl)cc1 (stereo not given),13.8%,1.5%,i,0.6%,-19.8%,-17.6%,?,0.6%
COc1cccc2cc(S(=O)(=O)c3ccccc3)c(=Nc3ccc4c(c3)OCCO4)oc12,-2.9%,-1.0%,-1.2%,9.0%,1.3%,11.1%,0.6%,9.5%

Given with two lines to a compound: 3 of the compounds above.
Values in the order: SMN2 splice enh, TexasRed fluor, RECQ1 inh, Lamin A splicing, TRb SRC2 PPI, RGS12 GoLoco inh, ALDH1A1 inh, JMJD2E inh
COc1cccc2cc(-c3ccccc3)c(=O)oc12
→ 11.2µM*, -0.6%, 20.8%, 2.2%[46 µM], 2.0%, 11.4%, -5.9%, ?
O=c1cc(C(F)(F)F)nc(-c2cccnc2)[nH]1
→ 27.8%, 0.7%, -3.3%, nt, 14.5%, -0.8%, 1.2%, 3.5%
O=C(Nc1ccc2c(c1)OCCO2)C1CCCN1S(=O)(=O)c1ccc(Cl)cc1 (stereo not given)
→ 13.8%, 1.5%, i, 0.6%, -19.8%, -17.6%, ?, 0.6%

Later entries:
SMILES,SMN2 splice enh,TexasRed fluor,RECQ1 inh,Lamin A splicing,TRb SRC2 PPI,RGS12 GoLoco inh,ALDH1A1 inh,JMJD2E inh
NS(=O)(=O)c1ccc(NC(=O)C(=O)NCCC(=O)O)cc1,nt,-5.8%,0.7%,nt,-2.5%,6.7%,?,2.7%
COc1ccc(OC)c(S(=O)(=O)Nc2ccc(Oc3ccccc3)cc2)c1,nt,-0.9%,-10.1%,?,-2.8%,nt,8.9%,1.4%
COc1cc(N=C(N)N=C(N)N)cc(OC)c1,1.3%,1.2%,i,nt,-5.6%,16.5%,3.1%,1.9%
Cc1ccc(C(=O)O/N=C2/CC3CCC2(C)[C@@]3(C)CBr)cc1 (stereo not given in full),nt,-2.3%,-11.7%,nt,-0.4%,3.6%,nt,0.6%
Cc1ccc(CSCC(=O)NCc2cccnc2)cc1,15.9%,-26.7%,-10.1%,-1.6%,2.1%,2.7%,10.0%,19.7%
NC(=O)CSc1nnc(-c2ccncc2)n1CCc1ccccc1,2.3%,-3.6%,-3.1%,1.4%,0.8%,-1.9%,9.0%,-5.7%
COc1ccc(C(=O)CSc2nnc(CCc3ccccc3)n2-c2ccccc2)cc1,nt,2.1%,-6.6%,?,-2.8%,nt,6.8%,7.9%
Cn1nc(-c2ccccc2)c(CSc2ccccc2)c1Cl,-1.3%,-1.2%,-17.6%,14.9%,-2.7%,1.1%,-2.4%,7.1%
O=C1S/C(=C\c2ccc(Cl)cc2)C(=O)N1CCn1cnnn1,11.0%,-2.1%,-8.4%,-10.5%[46 µM],10.4%,-2.4%,-7.7%,-0.3%
O=C(O)C1CCCN(S(=O)(=O)c2ccc3c(c2)OCCO3)C1 (stereo not given),nt,-3.0%,i,nt,7.9%,34.5%[activator],0.4%,-0.6%
COc1ccc2nc(/C(C#N)=C\c3ccc(Oc4ccc([N+](=O)[O-])cn4)cc3)[nH]c2c1,2.7%,-4.7%,21.5%,?,1.3%,130.4%[activator],-0.2%,-13.1%
Cc1cccc(N/C=C(\[N+](=O)[O-])S(=O)(=O)c2ccccc2)c1C,-3.7%,-2.6%,-2.0%,-1.9%[46 µM],-6.4%,-11.9%,25.1µM*,?
OCCNCCSc1ccc(Cl)cc1,nt,0.7%,-0.4%,0.4%[46 µM],3.4%,8.5%,?,?
CC(C)OCC(O)CN1CCNCC1 (stereo not given),?,-2.1%,-2.6%,0.8%,3.5%,-7.8%,7.7%,4.4%
COc1cccc(CNC(=O)CCC2CCCN(C(=O)c3ccc(C)nc3)C2)c1 (stereo not given),nt,-4.5%,i,?,-6.9%,-2.4%,1.6%,9.7%
CCC(=O)Nc1ccc(Br)c(Cl)c1,-24.5%,-1.2%,-1.9%,-12.2%,-28.8%,-1.6%,10.7%,2.1%
O=C(CCn1c(=S)oc2ccccc21)N1CCN(c2ccc(F)cc2)CC1,nt,1.2%,-2.0%,nt,-7.6%,3.0%,nt,4.1%
CCCCN(CC)C(=O)Cc1cn(C)c2ccccc12,-0.9%,2.2%,-3.2%,6.5%,0.2%,4.6%,-5.5%,-4.0%
Cc1ccc2cc(C#N)c(NCCNC(=S)NCCCN(C)C)nc2c1C,nt,1.8%[53 µM],i,-10.6%[46 µM],-0.5%[53 µM],14.1%,6.9%,?
N#C/C(=C\c1cccc(NC(=O)c2ccccc2Cl)c1)C(=O)NCCc1ccccc1,-0.1%,1.3%,-15.2%,?,-2.2%,-3.5%,25.1µM*,?
COc1cccc(CN2CCNC(=O)C2CC(=O)NCCOc2cccnc2)c1 (stereo not given),nt,-4.3%,i,nt,4.2%,-11.4%,-14.5%,?
COc1cc(/C=C(\NC(=O)c2ccccc2)C(=O)NCCO)c([N+](=O)[O-])cc1OC,-6.9%,-2.4%,-0.1%,-17.5%,-2.0%,6.5%,-0.7%,-1.7%
CCOC(=O)C(NC(=O)c1ccc(F)cc1)(Nc1nnc(C)s1)C(F)(F)F (stereo not given),17.5%,-3.3%,-7.1%,-10.4%,-14.1%,4.4%,12.7%,0.8%
Cc1ccc(C(C)C)c(OCC(=O)Nc2ccc(N3CCN(S(C)(=O)=O)CC3)cc2)c1,26.3%,-1.0%,-3.3%,-5.1%,-12.2%,10.1%,5.5%,-4.4%
CC(C)CC(=O)Nc1ccc2c3c(cccc13)CC2,1.5%[1.84 µM],0.4%,-3.4%,-19.7%,2.1%,-1.8%,6.9%,4.5%

This is a subset; the hit share may differ from the screen's.
